Tn7 DDE FP = inhibitors of Tn7 peptide binding to fibrin DD(E), primary screen, biochemical, fluorescence polarization, human fibrin, Tn7 probe | FP displacement of FITC-Tn7 peptide from fibrin DD(E); 0% = median of compound wells per plate | inhibition, % at 8.3 µM | 0.13% of 370,000 active;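 active means inhibition above the mean of compounds falling within the control limits plus 3 SD of them, cut at about 14% in these data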;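 further: 0% = plate median of compound wells and 100% = 10 µM Aha-Tn7 peptide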
Target sequence (P02675 whole entry, looked up): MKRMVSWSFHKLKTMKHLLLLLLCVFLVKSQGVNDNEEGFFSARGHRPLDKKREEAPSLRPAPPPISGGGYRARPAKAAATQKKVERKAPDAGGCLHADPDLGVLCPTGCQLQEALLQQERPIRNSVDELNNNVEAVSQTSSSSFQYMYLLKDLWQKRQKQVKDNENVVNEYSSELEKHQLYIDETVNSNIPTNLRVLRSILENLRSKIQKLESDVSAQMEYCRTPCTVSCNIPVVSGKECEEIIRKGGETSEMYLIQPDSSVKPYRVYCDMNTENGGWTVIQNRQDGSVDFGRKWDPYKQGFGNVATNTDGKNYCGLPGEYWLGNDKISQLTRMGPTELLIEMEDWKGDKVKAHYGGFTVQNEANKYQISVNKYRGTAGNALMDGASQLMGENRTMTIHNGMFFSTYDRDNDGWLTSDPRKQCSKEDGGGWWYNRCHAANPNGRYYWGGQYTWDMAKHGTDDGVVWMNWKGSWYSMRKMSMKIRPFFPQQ
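Also added: labelled Tn7 tracer, 0.1 µM; Assay system: human fibrin DD(E) protein; Amount: 2 µM fibrin DD(E); Schedule: 10 min compound pre-incubation, 3 h probe incubation at room temperature; Repeats: one replicate per compound; Read-out basis: percent inhibition; Measured by: fluorescence polarization of the labelled Tn7 tracer.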
DDE Tn6 FP inh = inhibitors of Tn6 peptide binding to fibrin DD(E), primary screen, biochemical, fluorescence polarization, human fibrin, Tn6 probe. inhibition, % at 8.3 µM. Fibrin DD(E) TRITC-Tn6 fluorescence polarization displacement. 0.21% of 370,000 active;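 active means inhibition above a per-campaign cutoff: mean of compounds within control limits plus 3 SD, cut at about 15% in these data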;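 further: 0% = median of all compound wells on the plate and 100% = blocking peptide control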
TDP2 inh = human TDP2 enzyme inhibitors, primary screen, biochemical, epi absorbance, recombinant enzyme; T5PNP hydrolysis, p-nitrophenol absorbance 415 nm; Tyrosyl-DNA phosphodiesterase 2 (Homo sapiens), O95551; inhibition, % at 12.8 µM; 0.34% of 370,000 active;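 active means inhibition above the mean of all tested compounds plus 3 SD, set per campaign, cut at about 25% in these data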;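 further: 0% = DMSO with enzyme and 100% = buffer with substrate but no TDP2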
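Test system: human TDP2 enzyme; Input: 120 nM TDP2 per well; Buffer or medium: Mg2+-containing Tris-HCl buffer, pH 7.5; Reagent: 5 mM T5PNP; Dosing: 12.8 µM single point, 1% DMSO; Incubation: reaction 2 h, 37 °C; Detection: p-Nitrophenol epi absorbance; Read-out: % inhibition relative to enzyme-containing and enzyme-free wells; Replicates: single well per compound.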
LEDGF integ inh = blockers of LEDGF/p75-dependent integrase strand transfer – biochemical, TR-FRET, high throughput, primary screen | HIV-1 integrase (with human LEDGF/p75) | TR-FRET IN-LEDGF/p75 DNA integration, Eu/Cy5 | inhibition, % at 3.7 µM | 0.64% of 370,000 active;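 active means inhibition above the screen-wide mean plus 3 SD, cut at about 13% in these data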;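 further: signal is the Cy5 over europium emission ratio at 671 and 618 nm; 0% = plate median of compound wells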
UHRF1 MBD2 ctr = UHRF1 methylated DNA binding inhibitors, primary screen, counter-screen for MBD2 inhibitor project, biochemical, TR-FRET, human UHRF1, single concentration | AID 687016, 2013 | UHRF1 binding to methylated oligo | inhibition, % at 4.4 µM | 0.75% of 370,000 active; in the data active means inhibition above about 21%;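 further: UHRF1 SRA domain binding a hemimethylated CpG hairpin DNA probe; 0% = median of test compound wells and 100% = reference inhibitor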
MBD2 inh = inhibitors of MBD2 binding to methylated DNA, primary screen, biochemical, TR-FRET, DNA-binding domain, human | 0.31% of 370,000 active | AID 686964, 2013 | MBD2 binding to methylated oligonucleotide | inhibition, % at 4.4 µM; in the data active means inhibition above about 13%
PRMT1 inh = PRMT1 methyltransferase inhibitors, primary screen, biochemical, fluorescence polarization; Protein arginine N-methyltransferase 1 (Homo sapiens), Q99873; recombinant PRMT1, activity-based probe fluorescence polarization; inhibition, % at 2.79 µM; 1.3% of 370,000 active; AID 652257, 2013;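 active means inhibition above about 21% made by adding two undisclosed values, limit read from the data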
KLK7 zymogen act = proKLK7 zymogen activators, primary screen, biochemical, fluorescence intensity. activation, % at 7 µM. Kallikrein-7 (Homo sapiens), P49862. purified proKLK7, EDANS-DABCYL substrate fluorescence; 100% is mature enzyme control, 0% vehicle. 0.9% of 370,000 active;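 active means activation above the mean of all tested compounds plus 3 SD, computed per campaign excluding outliers beyond control limits, cut at about 13% in these data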
TCR CD3 inh = inhibitors of human TCR-CD3 interaction, primary screen, biochemical, fluorescence, TAMRA-labeled TCR probe | T-cell receptor (TCR) | inhibition, % at 9.4 µM | 0.37% of 360,000 active; in the data active means inhibition above about 19%;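 further: recombinant mutant TCR 2C K166C tagged with TAMRA read by polarization; 0% = receptor in buffer alone and 100% = receptor with positive control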
SIAE inh = human SIAE inhibitors, primary screen, biochemical, fluorescence polarization, FP-Rh probe, 1536-well HTS. SIAE FP-Rh probe binding. inhibition, % at 9.66 µM. Sialate O-acetylesterase (Homo sapiens), Q9HAT2. AID 1053197, 2014. 0.69% of 370,000 active;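 active means inhibition above a cutoff: mean of compounds within the control limits plus 3 SD of those, cut at about 17% in these data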;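 further: 0% = plate median of compound wells and 100% = probe without SIAE protein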
Target sequence (Q9HAT2 whole entry, looked up): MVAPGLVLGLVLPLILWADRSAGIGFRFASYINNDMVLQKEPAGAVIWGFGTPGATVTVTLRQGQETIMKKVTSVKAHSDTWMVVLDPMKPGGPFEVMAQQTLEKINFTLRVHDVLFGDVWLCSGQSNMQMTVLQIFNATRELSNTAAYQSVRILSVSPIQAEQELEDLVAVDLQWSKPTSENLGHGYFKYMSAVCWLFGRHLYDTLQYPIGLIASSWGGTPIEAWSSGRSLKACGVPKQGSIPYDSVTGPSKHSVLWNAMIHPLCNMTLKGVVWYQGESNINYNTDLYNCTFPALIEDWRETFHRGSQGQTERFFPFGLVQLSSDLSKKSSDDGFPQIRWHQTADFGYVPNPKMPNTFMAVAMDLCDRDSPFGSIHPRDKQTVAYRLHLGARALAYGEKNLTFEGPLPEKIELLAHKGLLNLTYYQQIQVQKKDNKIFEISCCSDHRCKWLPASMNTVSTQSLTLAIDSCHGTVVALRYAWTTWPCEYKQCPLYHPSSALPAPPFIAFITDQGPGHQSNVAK
Numbers without * were called inactive.

SMILES	Tn7 DDE FP	DDE Tn6 FP inh	TDP2 inh	LEDGF integ inh	UHRF1 MBD2 ctr	MBD2 inh	PRMT1 inh	KLK7 zymogen act	TCR CD3 inh	SIAE inh
Cc1noc(C)c1NC(=O)Nc1cccc2c1O[C@H](CN(C)S(=O)(=O)c1ccc(F)cc1)[C@@H](C)CN([C@H](C)CO)C2=O	-4	0	-9	2	3	6	-1	-0.2	0	2
Cc1ccc(NS(=O)(=O)c2ccccc2[N+](=O)[O-])cc1S(=O)(=O)N1CCCCC1	-3	3	-3	-2	3	3	-4	0.6	5	-2
Cc1ccc(S(=O)(=O)N2CCCC2)cc1C(=O)NCCN1CCOCC1	1	-7	10	1	-2	-3	2	-0.5	-4	-3
COc1ccc(N=Cc2ccc[nH]2)cc1	-4	-9	-3	-7	0	22*	1	0.1	-3	0
Cc1ccc(S(=O)(=O)NC(=O)NC(C)Cc2ccccc2)cc1 (stereo not drawn)	2	4	-16	2	-1	-1	-2	0.0	0	1
N=c1ccn(Cc2ccc(F)cc2)cc1	8	0	-2	1	-1	-2	-3	0.2	3	1
COC(=O)c1ccccc1NC(=O)CSc1nnc(C(C)NC(=O)c2ccc(Cl)cc2Cl)n1C (stereo not drawn)	2	4	10	-1	0	-1	-1	-0.5	2	3
COC(=O)c1cc(-c2ccc(C)cc2)n[nH]1	-4	-5	-11	2	2	0	-4	0.1	-8	2
O=C(CCNC(=O)c1ccc(Cl)cc1)Nc1ccccc1Cl	3	-8	-2	-4	1	4	4	0.0	-7	1
COc1ccc2nc(NC(=O)CCN3C(=S)NC(C)(C)CC3C)sc2c1 (stereo not drawn)	-4	-2	-13	1	8	2	4	-0.1	-8	-9
COc1ccccc1C1C2=C(CCCC2=O)N(CC(=O)O)C2=C1C(=O)CCC2	-4	6	3	-3	-2	-3	0	12	5	3
CC1CCC(NC(=O)C2CCN(S(=O)(=O)c3cccc4nonc34)CC2)CC1 (stereo not drawn)	2	7	-20	10	2	-4	-4	0.1	-7	5

Record cards, as listed above. Values in the order: Tn7 DDE FP | DDE Tn6 FP inh | TDP2 inh | LEDGF integ inh | UHRF1 MBD2 ctr | MBD2 inh | PRMT1 inh | KLK7 zymogen act | TCR CD3 inh | SIAE inh
Cc1ccc(NS(=O)(=O)c2ccccc2[N+](=O)[O-])cc1S(=O)(=O)N1CCCCC1 across the screens: -3 | 3 | -3 | -2 | 3 | 3 | -4 | 0.6 | 5 | -2
N=c1ccn(Cc2ccc(F)cc2)cc1 across the screens: 8 | 0 | -2 | 1 | -1 | -2 | -3 | 0.2 | 3 | 1
COc1ccccc1C1C2=C(CCCC2=O)N(CC(=O)O)C2=C1C(=O)CCC2 across the screens: -4 | 6 | 3 | -3 | -2 | -3 | 0 | 12 | 5 | 3
COC(=O)c1ccccc1NC(=O)CSc1nnc(C(C)NC(=O)c2ccc(Cl)cc2Cl)n1C (stereo not drawn) across the screens: 2 | 4 | 10 | -1 | 0 | -1 | -1 | -0.5 | 2 | 3
COC(=O)c1cc(-c2ccc(C)cc2)n[nH]1 across the screens: -4 | -5 | -11 | 2 | 2 | 0 | -4 | 0.1 | -8 | 2

Continued.
SMILES	Tn7 DDE FP	DDE Tn6 FP inh	TDP2 inh	LEDGF integ inh	UHRF1 MBD2 ctr	MBD2 inh	PRMT1 inh	KLK7 zymogen act	TCR CD3 inh	SIAE inh
COC(=O)c1cn(NC(=O)Cc2ccccc2Br)c(=O)c2ccccc12	1	-3	1	4	0	3	-3	-1.8	0	-2
O=C(NC1CCCCC1)C(c1cccc2ccccc12)n1c(=O)c(-c2cc3ccccc3[nH]2)nc2ccccc21 (stereo not drawn)	5	-6	5	-3	-4	2	-3	-91	-7	-26
Cc1ccc(OCc2cc(C(=O)NCC3COCCO3)no2)cc1C (stereo not drawn)	-2	10	-7	-6	0	2	0	-0.3	-7	1
O=C(NCCCN1CCOCC1)c1coc2ccccc2c1=O	-9	-4	3	0	3	4	-1	-0.1	-1	2
O=C(NN=Cc1ccccc1Cl)c1ccc([N+](=O)[O-])cc1	3	-7	-7	-1	-2	1	-3	-0.5	3	-4
Cn1c(=O)[nH]c(=O)c2c1nc1n2CCS1	-3	-2	2	-2	2	5	2	0.0	-1	2
C[C@@H]1CN([C@H](C)CO)C(=O)CCCn2nncc2CO[C@H]1CN(C)Cc1ccc(Oc2ccccc2)cc1	-5	-2	6	0	-2	0	0	0.5	3	1
CCn1c(N2CCN(CC(=O)c3c[nH]c4ccccc34)CC2)nc2c1c(=O)[nH]c(=O)n2C	-1	-2	-3	2	0	-1	-4	0.4	-2	10
CCOc1ccc(Br)cc1C1C(C(=O)OC)=C(N)Oc2cc(N(C)C)ccc21 (stereo not drawn)	-10	0	1	-4	-1	0	1	-1.9	-3	2
C[C@H](CO)N1C[C@H](C)[C@@H](CN(C)C(=O)NC2CCCCC2)Oc2c(NC(=O)Cc3ccccc3)cccc2C1=O	6	-2	4	1	-2	-7	-3	0.6	-1	1
COc1cccc2c1OC1(C)CC2NC(=O)N1Cc1ccccc1 (stereo not drawn)	0	0	1	0	1	0	-1	0.0	-5	-2
Cc1cccc(-c2c(NC(=O)c3ccco3)oc3c(C)cccc3c2=O)c1	-6	-6	-2	0	0	4	-1	0.2	1	-4
CC(=O)NCCc1ccc(C(=O)COC(=O)c2cc(C)oc2C)cc1	2	1	1	2	0	-2	5	-0.1	0	-3
COc1cc(-c2nnc3n2N=C(c2ccccc2)CS3)cc(OC)c1OC	3	-2	-9	1	3	0	2	0.6	-2	4
CC(C)OCCCNC(=O)CCC(=O)NNc1nc2ccccc2c2nc(-c3ccccc3)nn12	3	0	-4	-2	0	4	2	-0.8	4	-5
COCc1cc(C)nc(SCC(=O)Nc2cc(C(F)(F)F)ccc2N2CCOCC2)c1C#N	0	1	-6	0	-1	-4	0	-0.7	0	4
CCCCN(C)C(=S)Nc1ccc2nc3n(c(=O)c2c1)CCCCC3	2	-2	-4	1	-3	-4	-5	1.2	6	1
OC[C@@H]1CN(Cc2ccc3c(c2)OCO3)C[C@H](n2cnc3c(N4CCOCC4)ncnc32)O1	-4	-6	-3	-5	5	6	4	0.0	-2	-5
CN1C2CCC1CC(NS(=O)(=O)c1cccc(C(F)(F)F)c1)C2 (stereo not drawn)	6	1	7	-2	0	6	-1	0.0	6	1
O=C(NCCCn1ccnc1)c1cnn2c1NC(c1ccccc1)CC2C(F)(F)F (stereo not drawn)	0	-6	7	-2	-3	2	0	0.1	0	-5
CCOC(=O)C1CCCN(c2c(NCCc3ccc(S(N)(=O)=O)cc3)c(=O)c2=O)C1 (stereo not drawn)	0	0	1	-2	1	4	0	0.4	3	7
CCOC(=O)C(NC(=O)c1ccccc1)C(C)(C)SCc1ccccc1 (stereo not drawn)	3	5	-3	0	0	-3	2	-0.8	3	-2
CC(C)(C)c1ccc(OCc2nnc(SCC(N)=O)n2N)cc1	2	-2	3	-2	-1	-3	0	-1.0	1	3
CC(C)(C)[C@@H]1C=C(C(=O)N2CCN(Cc3ccccc3)CC2)O[C@H](OCCCCO)C1	-1	-2	1	-4	-1	-1	0	-0.4	-3	5
CCOc1ccc(C(C)=O)cc1COC(=O)c1ccccc1C(=O)N(C)Cc1ccccc1	2	-2	10	0	-1	3	2	0.7	12	-6
O=C(NN1CCOCC1)c1cc(Cl)ccc1Cl	4	3	5	-3	1	3	-1	-0.6	-1	4
C=CCSc1nnc2c(n1)OC(c1cccnc1)Nc1ccccc1-2 (stereo not drawn)	4	-4	-2	3	1	2	11	1.1	-5	3
CCc1ccc(-c2csc(NC(=O)C3=COCCO3)n2)cc1	6	8	-6	4	4	-1	0	0.2	-7	-4
O=C(O)C(C(O)c1ccc([N+](=O)[O-])cc1)[n+]1ccccc1 (stereo not drawn)	3	1	-6	0	0	-3	0	-0.5	5	1
COc1cc(/C=N/NC(=O)c2ccc(CSc3nncn3C)cc2)cc(OC)c1O	-6	1	-12	1	-3	3	-7	0.8	2	-5
CCCc1ccc(OCc2nc(-c3ccc(NC(=O)c4ccco4)cc3)no2)cc1	1	10	3	1	-4	-8	0	-0.3	1	-8
COCCCNC(=O)c1cccc(S(=O)(=O)N2CC3(C)CC2CC(C)(C)C3)c1 (stereo not drawn)	2	4	3	2	1	-4	-2	0.1	9	7
O=C(c1cccc(F)c1)N1CCC(N2CCCCCC2)CC1	0	-1	1	0	7	6	2	0.3	-2	2
COC(=O)C[C@H]1C[C@@H]2c3cc(NC(=O)Nc4ccccc4)ccc3O[C@@H]2[C@@H](CO)O1	1	-3	5	2	4	0	4	0.0	-7	14
CC(=O)Nc1ccc(-c2cc(-c3ccc(NC(C)=O)cc3)nc(-c3ccccc3)n2)cc1	-9	6	-1	2	1	-5	1	-2.9	8	-16
CCOC(CNC(=O)CCc1c(C)nc2ncnn2c1C)OCC	2	5	5	1	0	3	-4	0.4	6	5
Cc1cc(OCC(=O)Nc2ccncc2)c(C)cc1Br	-5	-4	-14	5	-4	-7	-1	0.4	4	1
O=C(N/N=C/c1cccc(Oc2ccc([N+](=O)[O-])cc2[N+](=O)[O-])c1)c1cncc(Br)c1	7	-2	0	-4	-2	-1	-1	0.8	4	-7
CCCCn1c(-c2ccc(F)c(F)c2)nc2cc3[nH]c(=O)c(C(C)C)nc3cc21	-2	2	-7	6	4	-6	7	-2.4	-9	-1
O=C(NCCCN1CCOCC1)c1ccccc1N1C(=O)[C@@H]2Cc3c([nH]c4ccccc34)C(c3cccc(Cl)c3)N2C1=O (stereo partly drawn)	-3	-9	0	-1	3	-1	-3	1.0	4	1
Cn1c(SCC(=O)N2CCCC2)nc2ccccc2c1=O	8	12	8	2	2	-3	-3	0.1	3	0
COc1ccc(CC(=O)N2CCC(Nc3nc4ccccc4n3Cc3ccc(F)cc3)CC2)cc1	8	-10	-23	-1	2	-3	-1	0.8	-3	1
COc1ccc(-c2nc(Cc3ccc(Cl)cc3)no2)cc1OC	-7	-4	7	0	1	2	1	-0.5	4	-3
CCN(CC)Cc1c[nH]c2c(C(=O)OC)cccc12	13	-2	4	-3	0	-3	-1	2.8	2	8
Cc1ccc(NC(=O)CSCc2cc(=O)n3cc(C)sc3n2)c(C)c1	9	-1	10	0	1	1	-3	0.0	6	-5
O=C(NCc1nc2ccccc2[nH]1)C1=C[C@H](C2CCCCC2)C[C@H](OCc2ccc(CO)cc2)O1	2	-9	-9	1	9	7	5	0.2	-3	-11

Screening results as filed in PubChem.
